High-throughput results: PubChem BioAssay, Broad Institute
ARNT TACC3 PPI = disruptors of ARNT/TACC3 protein interaction, primary screen, biochemical, AlphaScreen, single concentration. Transforming acidic coiled-coil-containing protein 3 (Homo sapiens), Q9Y6A5. AlphaScreen His-ARNT PAS-B/GST-TACC3 binding, luminescence; TACC3 fragment carries E629A point mutation. inhibition, % at 9.99 µM. 0.66% of 390,000 active. AID 623870, 2012;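 active = mean inhibition of replicates at least 50% and at least half of replicates each reaching 50%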;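 note: 0% = complete ARNT plus TACC3 wells and 100% = ARNT alone without TACC3; many hits fall short of the cut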
GSIS activator = GLuc luminescence reporter in INS-1E cells, primary screen for activators of glucose-dependent secretion of insulin; activation, % at 16.6 µM; 0.61% of 370,000 active; INS-1E GLuc reporter insulin secretion, 2-3 h; AID 743287, 2014;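 active = lowest replicate activation of at least 40%, so every replicate reaches that level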;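 note: 0% = median of neutral control wells and 100% = median of IBMX positive control wells; some compounds called inactive have numbers as strong as hits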
ERp5 inh = inhibitors of ERp5-driven insulin aggregation, primary screen, biochemical, turbidity, absorbance 650 nm, single point; Protein disulfide-isomerase A6 (Homo sapiens), Q15084; 90 min; inhibition, % at 9.99 µM; 0.05% of 350,000 active;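 active = mean replicate inhibition above about 25%, with every replicate also reaching it, limit read from the data, passing the limit was not always enough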
Target sequence (Q15084 whole entry, looked up): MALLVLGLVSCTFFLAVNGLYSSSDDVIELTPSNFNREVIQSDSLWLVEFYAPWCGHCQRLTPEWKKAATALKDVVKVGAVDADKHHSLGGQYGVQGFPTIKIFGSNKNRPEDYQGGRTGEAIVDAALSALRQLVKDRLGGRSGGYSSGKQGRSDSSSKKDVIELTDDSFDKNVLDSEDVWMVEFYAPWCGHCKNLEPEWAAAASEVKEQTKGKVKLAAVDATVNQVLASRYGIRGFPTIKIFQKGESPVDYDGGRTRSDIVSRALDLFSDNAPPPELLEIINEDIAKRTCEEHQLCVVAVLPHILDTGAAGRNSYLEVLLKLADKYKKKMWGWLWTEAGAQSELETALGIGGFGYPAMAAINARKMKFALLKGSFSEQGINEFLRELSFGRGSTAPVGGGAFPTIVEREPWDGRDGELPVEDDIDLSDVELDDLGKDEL
XiGFP reactiv = activators of inactive X chromosome reactivation, primary screen, imaging, XiGFP fibroblasts, GFP high-content imaging, set 2 | XiGFP mouse fibroblasts, % GFP-positive cells imaging, 3 d; cells co-treated with 5-aza-dC sensitizer; scaled so ellipticine positive control = 100% | activation, % at 7.58 µM | 0.055% of 360,000 active | AID 743238, 2013;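 active = mean normalized replicate activation at least 10% and every replicate at or above 10%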;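 note: 0% = median of on-plate neutral control wells and 100% = ellipticine 6 µM median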
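Schedule: 3 d treatment, 15 min room-temperature fixation; system: 68-5-11 XiGFP fibroblast line; buffer or medium: DMEM plus 5-aza-dC sensitizer; control set: ellipticine 6 µM positive control; compound: one concentration, pinned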
EWS-Fli inh = EWS/Fli-driven NR0B1 reporter inhibitors, primary screen, A673 cells, NR0B1 luciferase, luminescence, MLPCN library | viability-normalised | inhibition, % at 12.6 µM | 0.67% of 350,000 active;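 active = mean inhibition of at least 50% after viability correction, with every replicate also passing that limit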;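 note: firefly luciferase signal divided by Alamar Blue viability fluorescence both relative to DMSO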
DENV2 CPE rescue = inhibitors of DENV2 cytopathic effect, primary screen, cell-based, plate reader, single concentration; DENV2-infected cells, cytopathic effect rescue; CPE inhibition, % at 9.99 µM; 1.7% of 350,000 active; AID 651640, 2012; in the data active = CPE inhibition above about 20%, passing the limit was not always enough; tested in BHK-21 cells;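 note: 0% = median of neutral control wells and 100% = median of positive control wells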
CFTR F508del cor = F508del CFTR correction, initial screen, CFBE line, single point; activity (quench increase), % at 7.58 µM; CFBE cells, YFP halide quenching; stimulated with forskolin plus potentiator P3; % fluorescence drop versus neutral controls; 0.36% of 350,000 active;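 active = mean added fluorescence quench of at least 8% versus neutral control, with both replicates also reaching 8%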;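 note: cells transiently co-express mutant CFTR-F508del with the halide-sensitive YFP; corrector assay measuring rescue of mutant channel to the surface after 24 h compound exposure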
PAX8 reporter = inhibitors of PAX8-driven TPO luciferase reporter, primary screen, RMG-I cells, single concentration | SteadyGlo, 24 h | inhibition, % at 12.6 µM | 1.2% of 360,000 active;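 active = mean replicate inhibition at least 60% with every replicate also reaching 60%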;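 note: luciferase light reporting Pax8 driven TPO promoter activity; plate controls were median of neutral control wells for no effect and mitoxantrone controls for full effect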
Numbers without * were called inactive.

How did CCn1ncc(Br)c1C(=O)Nc1cc([N+](=O)[O-])ccc1C do in these assays?
ARNT TACC3 PPI: -6.3; ERp5 inh: -1.7; XiGFP reactiv: 0.0; EWS-Fli inh: 1.0; CFTR F508del cor: 1.2; PAX8 reporter: 22.1

What do the screens show for `N/C(=N\OC(=O)C(c1ccccc1)c1ccccc1)c1cccnc1`?
ARNT TACC3 PPI: -11.4; ERp5 inh: 2.2; EWS-Fli inh: 5.8; DENV2 CPE rescue: -7.6; CFTR F508del cor: -2.8

How did O=C(NCCc1ccc(Cl)cc1)c1ccc(CS(=O)Cc2ccccc2Cl)o1 (configuration not stated) do in these assays?
ARNT TACC3 PPI: 3.4; GSIS activator: -60.9; ERp5 inh: 5.1; XiGFP reactiv: 0.0; EWS-Fli inh: -2.1; DENV2 CPE rescue: -5.9; CFTR F508del cor: -1.2; PAX8 reporter: 24.8

What do the screens show for `Cc1cc2cc(CNC(=O)c3ccc(S(=O)(=O)N4CCCC4)cc3)ccc2n1C`?
ARNT TACC3 PPI: 2.1; GSIS activator: -45.8; ERp5 inh: -7.0; XiGFP reactiv: 0.0; EWS-Fli inh: 0.2; DENV2 CPE rescue: 10.8; CFTR F508del cor: 4.4; PAX8 reporter: -6.0

How did Clc1cccc(Cl)c1Cn1nnc(N2CCCC2)n1 do in these assays?
ARNT TACC3 PPI: -1.6; ERp5 inh: -0.1; XiGFP reactiv: 0.1; EWS-Fli inh: -46.2; DENV2 CPE rescue: 3.4; CFTR F508del cor: 2.9; PAX8 reporter: -67.5

How did Cn1cc(-c2csc(C(C)(O)c3cccc(F)c3)n2)cn1 (configuration not stated) do in these assays?
ERp5 inh: 4.6; XiGFP reactiv: 0.8; EWS-Fli inh: -8.6; DENV2 CPE rescue: 13.0; CFTR F508del cor: 0.7; PAX8 reporter: -69.1

How did CCN(CC)c1ccc(C(=O)OCC(=O)N(C(C)C)C(C)C)cc1 do in these assays?
ARNT TACC3 PPI: 3.8; GSIS activator: 8.9; ERp5 inh: -3.0; XiGFP reactiv: 0.1; EWS-Fli inh: -6.0; DENV2 CPE rescue: 4.9; CFTR F508del cor: 0.2; PAX8 reporter: 5.4

Results for CCN(CC(=O)Nc1ccc(NC(C)=O)cc1)C(=O)/C=C/c1cn(-c2ccccc2)nc1-c1cccs1 ?
ARNT TACC3 PPI: -5.1; GSIS activator: 3.3; ERp5 inh: 5.9; XiGFP reactiv: -0.1; EWS-Fli inh: -31.0; DENV2 CPE rescue: -1.1; CFTR F508del cor: -2.0; PAX8 reporter: -6.0

How did COc1cc(-c2nc3n(n2)C(c2ccc(F)cc2)C2=C(CCCC2=O)N3)cc(OC)c1OC (configuration not stated) do in these assays?
ARNT TACC3 PPI: 0.3; GSIS activator: -12.2; ERp5 inh: 0.5; PAX8 reporter: -4.6

Results for COC(=O)C1=CN(Cc2ccc(OC)c(OC)c2)C=C(C(=O)OC)C1c1cccc(OC)c1OC ?
ARNT TACC3 PPI: -36.8; GSIS activator: 39.9; ERp5 inh: 3.1; XiGFP reactiv: -0.1; EWS-Fli inh: -3.2; DENV2 CPE rescue: 2.4; CFTR F508del cor: 5.1; PAX8 reporter: -86.6

Some of these compounds in order of heavy-atom count, rising:
How did COc1cc(-c2nc3n(n2)C(c2ccc(F)cc2)C2=C(CCCC2=O)N3)cc(OC)c1OC (configuration not stated) do in these assays?
ARNT TACC3 PPI: 0.3; GSIS activator: -12.2; ERp5 inh: 0.5; PAX8 reporter: -4.6

Results for COC(=O)C1=CN(Cc2ccc(OC)c(OC)c2)C=C(C(=O)OC)C1c1cccc(OC)c1OC ?
ARNT TACC3 PPI: -36.8; GSIS activator: 39.9; ERp5 inh: 3.1; XiGFP reactiv: -0.1; EWS-Fli inh: -3.2; DENV2 CPE rescue: 2.4; CFTR F508del cor: 5.1; PAX8 reporter: -86.6

Results for CCN(CC(=O)Nc1ccc(NC(C)=O)cc1)C(=O)/C=C/c1cn(-c2ccccc2)nc1-c1cccs1 ?
ARNT TACC3 PPI: -5.1; GSIS activator: 3.3; ERp5 inh: 5.9; XiGFP reactiv: -0.1; EWS-Fli inh: -31.0; DENV2 CPE rescue: -1.1; CFTR F508del cor: -2.0; PAX8 reporter: -6.0

More records:
What do the screens show for `CN(C)c1ccc(/C=N/O)cc1`?
ARNT TACC3 PPI: 2.6; ERp5 inh: -0.6; XiGFP reactiv: 0.3; EWS-Fli inh: -12.0; DENV2 CPE rescue: 2.4; CFTR F508del cor: -1.1; PAX8 reporter: -16.3

Results for Cc1cccc2cc(CNCC3CCCO3)c(Cl)nc12 (configuration not stated) ?
ARNT TACC3 PPI: 4.8; GSIS activator: 10.0; ERp5 inh: -64.4; XiGFP reactiv: 0.1; EWS-Fli inh: 1.8; DENV2 CPE rescue: 0.0; CFTR F508del cor: 1.5; PAX8 reporter: 0.8

Results for C=CCn1c(NC(=O)c2ccccc2)nc2ccccc21 ?
ARNT TACC3 PPI: 2.5; GSIS activator: -0.9; ERp5 inh: 2.1; XiGFP reactiv: 0.3; EWS-Fli inh: -24.9; DENV2 CPE rescue: 4.7; CFTR F508del cor: -1.3; PAX8 reporter: -0.5

Results for O=C(CSc1nc2ncc(Cl)cc2[nH]1)NCCc1ccc(F)cc1 ?
ARNT TACC3 PPI: -11.4; GSIS activator: -14.4; ERp5 inh: 4.2; XiGFP reactiv: 0.4; EWS-Fli inh: 5.0; DENV2 CPE rescue: 3.7; CFTR F508del cor: -0.9; PAX8 reporter: 4.0

Results for COc1ccc(N(C)C(=O)c2cc3c(Cl)nc4ccccc4c3s2)cc1 ?
ARNT TACC3 PPI: -22.0; GSIS activator: -23.3; XiGFP reactiv: 0.0; PAX8 reporter: 7.2

How did Cc1ccc(-c2nc3ccc(C)cn3c2Cc2ccccc2C(F)(F)F)cc1 do in these assays?
GSIS activator: -5.1; ERp5 inh: -0.6; XiGFP reactiv: -0.1; EWS-Fli inh: -48.4; DENV2 CPE rescue: 15.3; CFTR F508del cor: 0.1; PAX8 reporter: -117.3

Results for CCc1ccc(N(CC(=O)NC(C)(C)C)C(=O)CCC(=O)Nc2ccccn2)cc1 ?
ARNT TACC3 PPI: 20.6; GSIS activator: -17.1; ERp5 inh: -0.3; XiGFP reactiv: 0.0; EWS-Fli inh: -4.2; DENV2 CPE rescue: 10.3; CFTR F508del cor: -6.7; PAX8 reporter: 36.4

How did Cc1ccc(OC(=O)CN2C(=O)c3ccccc3C2=O)cc1C do in these assays?
GSIS activator: 3.8; ERp5 inh: 2.2; XiGFP reactiv: 0.0; EWS-Fli inh: -2.1; DENV2 CPE rescue: -3.4; CFTR F508del cor: -2.5; PAX8 reporter: 6.0

How did CCOC(=O)N1CCN(C(=O)C[C@@H]2C[C@@]3(C(=O)OCC)CCC=C3N(Cc3ccccc3)C2=O)CC1 do in these assays?
GSIS activator: -6.3; ERp5 inh: -4.0; XiGFP reactiv: -0.1; EWS-Fli inh: -2.6; DENV2 CPE rescue: -13.3; CFTR F508del cor: -0.4; PAX8 reporter: -7.0

What do the screens show for `O=C(O)CC(NC(=O)C(c1ccccc1)c1ccccc1)c1cccc([N+](=O)[O-])c1` (configuration not stated)?
ARNT TACC3 PPI: -2.1; GSIS activator: -5.1; ERp5 inh: 5.7; XiGFP reactiv: 0.0; EWS-Fli inh: -6.2; DENV2 CPE rescue: 1.8; CFTR F508del cor: -1.1; PAX8 reporter: 0.1

Results for COc1ccccc1NC(=O)c1ccc(SCC(=O)NCc2ccccc2Cl)c([N+](=O)[O-])c1 ?
ARNT TACC3 PPI: -17.3; ERp5 inh: -5.1; XiGFP reactiv: 0.1; EWS-Fli inh: -5.7; DENV2 CPE rescue: -6.2; PAX8 reporter: 12.5

Results for CCOc1ccc(S(=O)(=O)NCCC(=O)N2CCN(c3ncccn3)CC2)cc1 ?
GSIS activator: 7.0; ERp5 inh: 0.8; XiGFP reactiv: 0.2; EWS-Fli inh: 4.9; DENV2 CPE rescue: -4.7; CFTR F508del cor: -4.2; PAX8 reporter: 5.7

Results for Cc1noc(C(=O)Nc2cccnc2Cl)c1Cl ?
ARNT TACC3 PPI: 0.4; GSIS activator: 9.9; ERp5 inh: 3.5; XiGFP reactiv: 0.0; EWS-Fli inh: -3.7; DENV2 CPE rescue: -5.1; CFTR F508del cor: 1.7; PAX8 reporter: -4.5

What do the screens show for `CCCNC(=O)N1CC2(CCN(CC3CCCC3)CC2)c2c([nH]c3cc(OC)ccc23)[C@H]1CO`?
GSIS activator: 3.0; ERp5 inh: -12.2; XiGFP reactiv: 0.2; EWS-Fli inh: -3.5; DENV2 CPE rescue: -0.5; CFTR F508del cor: 0.3; PAX8 reporter: -9.2

Results for O=C(OCC(=O)N1CCOCC1)c1ccc2ccccc2c1O ?
GSIS activator: -15.3; ERp5 inh: 0.1; XiGFP reactiv: 1.5; EWS-Fli inh: -12.8; DENV2 CPE rescue: 5.0; CFTR F508del cor: 0.6; PAX8 reporter: -159.7

How did C/C(=N/NC(=O)C(C)n1nc(C)c([N+](=O)[O-])c1C)c1ccc(OCC(N)=O)cc1 (configuration not stated) do in these assays?
ARNT TACC3 PPI: -4.5; GSIS activator: -4.9; ERp5 inh: 0.2; XiGFP reactiv: 0.0; EWS-Fli inh: -0.1; DENV2 CPE rescue: 0.1; CFTR F508del cor: 0.6; PAX8 reporter: -5.6

How did COC(=O)c1ccc(CNC(=O)N2CCN(S(=O)(=O)c3ccc(C)cc3)CC2)cc1 do in these assays?
ARNT TACC3 PPI: -1.3; GSIS activator: 1.3; ERp5 inh: 4.2; XiGFP reactiv: 0.0; EWS-Fli inh: -0.2; DENV2 CPE rescue: 0.0; CFTR F508del cor: -4.6; PAX8 reporter: -9.3

Results for COc1cc(C2c3cc4c(cc3C(O)C3COC(=O)C23)OCO4)cc(OC)c1OC (configuration not stated) ?
ARNT TACC3 PPI: -5.9; GSIS activator: -3.8; ERp5 inh: -0.2; XiGFP reactiv: 0.3; EWS-Fli inh: 46.2; DENV2 CPE rescue: -7.8; CFTR F508del cor: 1.1; PAX8 reporter: 77.3*

Results for CCC1CCCCN1C(=O)CCC(=O)Nc1nnc(C(F)(F)F)s1 (configuration not stated) ?
GSIS activator: 9.8; ERp5 inh: -11.8; XiGFP reactiv: 0.1; EWS-Fli inh: 6.4; DENV2 CPE rescue: 11.4; CFTR F508del cor: -1.7; PAX8 reporter: -1.7

What do the screens show for `CCN(CC)c1ccc(/C=N/Nc2nc3ccccc3[nH]2)cc1`?
ARNT TACC3 PPI: 25.6; GSIS activator: -28.6; XiGFP reactiv: 0.0; PAX8 reporter: 80.9*

How did O=C(c1ccc(F)cc1)c1ccc(OCC(=O)N2CCOCC2)cc1 do in these assays?
ARNT TACC3 PPI: -0.6; GSIS activator: 4.9; ERp5 inh: 1.4; XiGFP reactiv: 0.5; EWS-Fli inh: -3.9; DENV2 CPE rescue: 0.2; CFTR F508del cor: -1.4; PAX8 reporter: -0.9

What do the screens show for `Fc1cc(F)nc(NCc2ccccc2)n1`?
ARNT TACC3 PPI: -11.0; GSIS activator: 40.5; ERp5 inh: 3.1; XiGFP reactiv: 0.0; EWS-Fli inh: 2.2; DENV2 CPE rescue: 5.4; CFTR F508del cor: -2.0; PAX8 reporter: 23.4
